Compound activity from PubChem BioAssay.
SDO1 yeast rescue = sdo1-depleted yeast growth rescue; S. cerevisiae sdo1-depleted JHY4D growth rescue, OD600 30 h; hits give high values; pdr5 snq2 efflux-pump mutant strain; z-score at 10 µM; actives 0.21% (n = 140,000); AID 817;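 active = z-score above 3 at both the 24 hr and the 30 hr optical density reads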;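 also: z-score against mean and SD of all compound wells on the same plate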
INS promoter inh = TRM-6 insulin promoter activity inhibition; TRM-6 cells (human fetal islet line), insulin promoter-eGFP reporter, imaging; reporter expression induced with tamoxifen; inhibition, % at 2 µM; actives 0.9% (n = 130,000);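 active = inhibition above the mean plus 3 SD, with well images judged a real hit on visual review, cut at about 60% in these data, passing the limit was not always enough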
SDO1 yeast rescue Rescue 24 h = further read-out of SDO1 yeast rescue, marked with its call; z-score; S. cerevisiae sdo1-depleted JHY4D growth rescue, OD600; measured here: growth rescue at 24 h;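 0 is the plate mean of compound wells and units are plate SD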
* marks the source's active call; other numbers are inactive results.

Screening c1ccc(CN2CCN(c3nc(-c4ccccc4)nc4ccccc34)CC2)cc1 returned SDO1 yeast rescue -2.5, INS promoter inh -7 and SDO1 yeast rescue Rescue 24 h -1.2.
Screening CCNC(=S)N(Cc1ccccc1)Cc1nc2ccccc2c(=O)[nH]1 returned SDO1 yeast rescue -0.32, INS promoter inh -31 and SDO1 yeast rescue Rescue 24 h -1.
Screening Cc1ccc(C2=CC(C)(c3ccc(C)cc3)Nc3nc(C(F)(F)F)nn32)cc1 (stereo not given) returned SDO1 yeast rescue -0.47 and SDO1 yeast rescue Rescue 24 h -0.65.
For Cc1cccc(Oc2ncnc(N)c2[N+](=O)[O-])c1C the results were SDO1 yeast rescue 0.74 and SDO1 yeast rescue Rescue 24 h 0.53.
CCN(N=Nc1cccc([N+](=O)[O-])c1)c1cccc([N+](=O)[O-])c1 was read as SDO1 yeast rescue -2.4, INS promoter inh -16 and SDO1 yeast rescue Rescue 24 h -1.6.
Screening S=C(NN=C1CCN(Cc2ccccc2)CC1)NC1CCCCC1 returned INS promoter inh 8.
`S=C1SCN(CCN2CCOCC2)CN1Cc1ccccc1` gave SDO1 yeast rescue -2, INS promoter inh -30 and SDO1 yeast rescue Rescue 24 h -1.
`CCCc1cc(-n2cnc3ccccc32)n2c(nc3ccccc32)c1C#N` gave SDO1 yeast rescue -0.7, INS promoter inh -76 and SDO1 yeast rescue Rescue 24 h -0.65.
`Cc1nc(-c2cccc(NS(=O)(=O)c3ccccc3)c2)cs1` gave SDO1 yeast rescue -0.28, INS promoter inh 11 and SDO1 yeast rescue Rescue 24 h -0.12.
`Cc1onc(-c2ccccc2Cl)c1C(=O)NCc1ccccn1` gave SDO1 yeast rescue 0.34 and SDO1 yeast rescue Rescue 24 h -0.33.
`N=C1SCC(=O)N1c1ncc(Cc2cccc(Cl)c2)s1` gave INS promoter inh -408.
Screening CCCN(CC1CC1)C(=O)COc1ccccc1C(=O)NCc1ccccc1 returned SDO1 yeast rescue -0.4, INS promoter inh 0 and SDO1 yeast rescue Rescue 24 h -1.
CC(C)c1ccc(C2NC(C(=O)O)CS2)cc1 (stereo not given) was read as SDO1 yeast rescue 0.17, INS promoter inh 50 and SDO1 yeast rescue Rescue 24 h 0.07.
`CCC(C(=O)OCC(=O)Nc1ccc(C(=O)Nc2ccc(OC)cc2)cc1)c1ccccc1` (stereo not given) gave SDO1 yeast rescue -0.09, INS promoter inh 27 and SDO1 yeast rescue Rescue 24 h 0.95.
Screening CCCCN=C1N/C(=C\c2ccco2)C(=O)N1c1ccccc1 returned SDO1 yeast rescue 0.35 and SDO1 yeast rescue Rescue 24 h 0.1.
`COc1cccc(Cn2c(N)c(C#N)c3nc4ccccc4nc32)c1OC` gave SDO1 yeast rescue -1.3 and SDO1 yeast rescue Rescue 24 h -0.55.
CCN1CCN(C(=O)C(NS(=O)(=O)c2ccc3nc(C)sc3c2)C(C)C)CC1 (stereo not given) was read as SDO1 yeast rescue 0.85 and SDO1 yeast rescue Rescue 24 h 0.64.
For O=C(COC(=O)C(Cc1ccccc1)NC(=O)c1ccc(Cl)cc1)c1ccc(Cl)cc1 (stereo not given) the results were SDO1 yeast rescue -0.97 and SDO1 yeast rescue Rescue 24 h -1.1.
For COc1ccc(CCNc2oc(COc3ccccc3)nc2C#N)cc1 the results were SDO1 yeast rescue -0.37 and SDO1 yeast rescue Rescue 24 h 0.17.
O=C(CSc1nc2ccccc2[nH]1)Nc1nc(-c2ccc(Br)cc2)cs1 was read as SDO1 yeast rescue -1.1, INS promoter inh 5 and SDO1 yeast rescue Rescue 24 h -0.03.
Screening CCc1nnc(NC(=O)c2ccc(S(=O)(=O)N(CCOC)CCOC)cc2)o1 returned SDO1 yeast rescue -0.13 and SDO1 yeast rescue Rescue 24 h -0.23.
For COc1cc(OC)cc(C(=O)N(Cc2cc3cc(C)ccc3[nH]c2=O)C(C)C)c1 the results were SDO1 yeast rescue 0.67 and SDO1 yeast rescue Rescue 24 h 0.97.
O=C(COC(=O)c1cccc(S(=O)(=O)NCc2ccccc2)c1)Nc1ccccc1OC(F)F was read as SDO1 yeast rescue -1.3, INS promoter inh -2 and SDO1 yeast rescue Rescue 24 h -1.2.
Screening Cc1[nH]c(=O)[nH]c1CN1CCCCC1 returned SDO1 yeast rescue -0.58 and SDO1 yeast rescue Rescue 24 h -0.67.
`Cc1ccc(N=Nc2c(N)n(-c3ccccc3)[nH]c2=O)cc1` gave SDO1 yeast rescue -0.75, INS promoter inh 12 and SDO1 yeast rescue Rescue 24 h -0.13.
For COc1cc(C(=O)NCc2nnc(SCC(=O)Nc3nc4ccccc4s3)o2)cc(OC)c1OC the results were SDO1 yeast rescue 1.9, INS promoter inh -4 and SDO1 yeast rescue Rescue 24 h 1.1.
For COc1ccc2ccccc2c1/C=N/NC(=O)CC1(C)OCCCO1 the results were SDO1 yeast rescue 0, INS promoter inh -21 and SDO1 yeast rescue Rescue 24 h -0.7.
`CCCc1c(CC)c(=N)c2ccccc2n1C` gave SDO1 yeast rescue 0.57, INS promoter inh -3 and SDO1 yeast rescue Rescue 24 h 0.06.
`O=C1c2ccccc2S(=O)(=O)N1CC1CC(c2ccc(Cl)cc2)=NO1` (stereo not given) gave SDO1 yeast rescue -0.78, INS promoter inh 14 and SDO1 yeast rescue Rescue 24 h 0.29.
CCCCCn1c(SC(C)C(C)=O)nc2c1c(=O)[nH]c(=O)n2C (stereo not given) was read as SDO1 yeast rescue -0.07 and SDO1 yeast rescue Rescue 24 h -0.34.
CCOC(=O)C1=C(C)NC(=O)NC1/C=C/c1ccccc1OC (stereo not given) was read as INS promoter inh 3.
CSc1ccc(/C=N/Nc2nc(C)cc(=O)[nH]2)cc1 was read as INS promoter inh 13.
`COc1cccc(NC(=O)c2nc3nc(C)cc(C(F)F)n3n2)c1` gave SDO1 yeast rescue -0.44 and SDO1 yeast rescue Rescue 24 h -1.5.
For CO/N=C(\N)c1ccc([N+](=O)[O-])cc1 the results were SDO1 yeast rescue 0.26, INS promoter inh -29 and SDO1 yeast rescue Rescue 24 h 0.56.
For CC(C)C(c1nnnn1Cc1ccco1)N1CCN(c2cccc(Cl)c2)CC1 (stereo not given) the results were SDO1 yeast rescue -2.4, INS promoter inh -38 and SDO1 yeast rescue Rescue 24 h -1.4.
`CNS(=O)(=O)c1ccc2c(c1)oc(=O)c1cc(S(=O)(=O)NC)ccc12` gave INS promoter inh 43.
Screening Cc1ccc(-n2c(C)cc(/C=N/NC(=O)CN(c3ccc(C)cc3C)S(C)(=O)=O)c2C)cc1 returned SDO1 yeast rescue 0.59, INS promoter inh 0 and SDO1 yeast rescue Rescue 24 h 0.18.
Screening COCC(=O)Nc1cccc(C(F)(F)F)c1 returned SDO1 yeast rescue 1.1, INS promoter inh -25 and SDO1 yeast rescue Rescue 24 h 1.8.
For CN(C)C(=O)c1nc2ccccc2s1 the results were SDO1 yeast rescue 1.8, INS promoter inh 31 and SDO1 yeast rescue Rescue 24 h 1.2.
For CCC(C)(C)NC(=S)Nc1ccc(-c2nc3ccc(C)cc3s2)cc1 the results were SDO1 yeast rescue 0.35, INS promoter inh 7 and SDO1 yeast rescue Rescue 24 h 1.2.
`COc1ccc(OC)c(CNn2c(-c3cccc(C)c3)nc3ccccc3c2=O)c1` gave SDO1 yeast rescue -0.69, INS promoter inh 23 and SDO1 yeast rescue Rescue 24 h -0.77.
O=C(CN(C(=O)Cn1nnc(-c2ccc(F)cc2)n1)C1CCCC1)NC1CCCC1 was read as SDO1 yeast rescue -0.78 and SDO1 yeast rescue Rescue 24 h -0.25.
Screening NC(=O)C[n+]1cccc(CNC(=O)c2ccc(OC(F)F)cc2)c1 returned INS promoter inh 8.
COc1ccc(/C(N)=N/OC(=O)Cc2ccc(C)cc2)cc1OC was read as SDO1 yeast rescue -1.1, INS promoter inh 26 and SDO1 yeast rescue Rescue 24 h -1.4.
COc1ccccc1CC(=O)Nc1ccc2c(c1)CCC2 was read as SDO1 yeast rescue -0.51 and SDO1 yeast rescue Rescue 24 h -0.54.
`COCn1c(-c2ccccc2)nc2ccccc21` gave SDO1 yeast rescue -0.32 and SDO1 yeast rescue Rescue 24 h -1.2.
`Cc1ccc(-c2csc3nc(C)n(-n4c(C)ccc4C)c(=O)c23)o1` gave SDO1 yeast rescue -0.63, INS promoter inh -29 and SDO1 yeast rescue Rescue 24 h 0.31.
O=C(Cc1ccc(F)cc1)c1ccc(O)cc1O was read as SDO1 yeast rescue -0.59, INS promoter inh -4 and SDO1 yeast rescue Rescue 24 h -0.16.
Screening CC(C)C(CCNC(=O)CN1C(=O)c2ccccc2C1=O)c1ccco1 (stereo not given) returned SDO1 yeast rescue -0.36, INS promoter inh -79 and SDO1 yeast rescue Rescue 24 h -0.62.
CCn1c(SCC(=O)NCCc2ccccc2)nnc1C(C)C was read as INS promoter inh 47.
For O=C(Nc1ccon1)c1cc2c(s1)CCCC2 the results were SDO1 yeast rescue 0.05, INS promoter inh -130 and SDO1 yeast rescue Rescue 24 h -0.38.
For CCn1ncc(/C=N/NC(=O)c2ccc3c(c2)OCO3)c1C the results were SDO1 yeast rescue 0.39 and SDO1 yeast rescue Rescue 24 h 0.1.
Screening CCS(=O)(=O)N1CCN(c2cccc(C)c2C)CC1 returned SDO1 yeast rescue -0.31, INS promoter inh -11 and SDO1 yeast rescue Rescue 24 h -0.77.
Nc1nc(SCc2ccccc2Cl)n[nH]1 was read as SDO1 yeast rescue 1.2, INS promoter inh -47 and SDO1 yeast rescue Rescue 24 h 0.47.
`CCOc1ccc(Cc2onc3c2C(=O)CCC3)cc1OCC` gave INS promoter inh 9.
Screening C/C(=N\NC(=O)CC#N)c1cc2ccc(O)cc2oc1=O returned INS promoter inh 11.
For Cn1c(=O)c2c(nc(SCC(=O)N3CCc4ccccc4C3)n2C)n(C)c1=O the results were SDO1 yeast rescue -0.23, INS promoter inh -53 and SDO1 yeast rescue Rescue 24 h -0.97.
Screening Cc1cc(Oc2nnnn2-c2ccccc2)ccc1Cl returned SDO1 yeast rescue -1, INS promoter inh -4 and SDO1 yeast rescue Rescue 24 h -0.7.
CC1=C(C#N)C(Nc2cc(C)ccn2)(C(F)(F)F)C(=O)N1 (stereo not given) was read as SDO1 yeast rescue 1.1, INS promoter inh 22 and SDO1 yeast rescue Rescue 24 h 1.2.
`CCOC(=O)CNc1c(-c2ccccc2)nc2ccc(Cl)cn12` gave SDO1 yeast rescue 0.09, INS promoter inh 51 and SDO1 yeast rescue Rescue 24 h -0.04.

Two records picked at random from the list so far, as already listed:
For Cn1c(=O)c2c(nc(SCC(=O)N3CCc4ccccc4C3)n2C)n(C)c1=O the results were SDO1 yeast rescue -0.23, INS promoter inh -53 and SDO1 yeast rescue Rescue 24 h -0.97.
`Cc1ccc(-c2csc3nc(C)n(-n4c(C)ccc4C)c(=O)c23)o1` gave SDO1 yeast rescue -0.63, INS promoter inh -29 and SDO1 yeast rescue Rescue 24 h 0.31.

(listing goes on)
CC1C/C(=N\NC(=S)NCc2ccccc2)CC(C)(C)C1 (stereo not given) was read as SDO1 yeast rescue -1.2, INS promoter inh 29 and SDO1 yeast rescue Rescue 24 h -0.82.
`CSCCC(N=Cc1c(O)n(-c2ccc(F)cc2)c(=O)[nH]c1=O)C(=O)O` (stereo not given) gave SDO1 yeast rescue 0.5, INS promoter inh 8 and SDO1 yeast rescue Rescue 24 h 0.02.
For O=Cc1ccc(O)c(O)c1 the results were SDO1 yeast rescue 1.5, INS promoter inh -19 and SDO1 yeast rescue Rescue 24 h 1.5.
For O=C(COc1ccc([N+](=O)[O-])cc1)Nn1cnnc1 the results were INS promoter inh -100.
For O=C(Nc1ccc2nsnc2c1)NC1CCCCC1 the results were SDO1 yeast rescue -0.57, INS promoter inh 44 and SDO1 yeast rescue Rescue 24 h -0.99.
Screening CC1CCN(c2nc(Cl)nc(Nc3ccc([N+](=O)[O-])cc3)n2)CC1 returned SDO1 yeast rescue -1.5, INS promoter inh -12 and SDO1 yeast rescue Rescue 24 h -0.45.
N#Cc1ccsc1NC(=O)CN1CCN(c2ccccc2O)CC1 was read as SDO1 yeast rescue -0.56, INS promoter inh 10 and SDO1 yeast rescue Rescue 24 h -0.91.
`OCCNCCOc1ccccc1F` gave SDO1 yeast rescue 0.81, INS promoter inh 0 and SDO1 yeast rescue Rescue 24 h 0.87.
Cc1ccc(NC(=O)CNC(=O)c2ccccc2F)cc1Cl was read as SDO1 yeast rescue -0.36, INS promoter inh 8 and SDO1 yeast rescue Rescue 24 h -0.16.
CCCCN(Cc1cc2ccccc2[nH]c1=O)S(C)(=O)=O was read as SDO1 yeast rescue 0.52, INS promoter inh -29 and SDO1 yeast rescue Rescue 24 h -0.1.

Molecules from the list above containing an aryl thioether with sulfur outside any ring, in the order listed:
O=C(CSc1nc2ccccc2[nH]1)Nc1nc(-c2ccc(Br)cc2)cs1 was read as SDO1 yeast rescue -1.1, INS promoter inh 5 and SDO1 yeast rescue Rescue 24 h -0.03.
For COc1cc(C(=O)NCc2nnc(SCC(=O)Nc3nc4ccccc4s3)o2)cc(OC)c1OC the results were SDO1 yeast rescue 1.9, INS promoter inh -4 and SDO1 yeast rescue Rescue 24 h 1.1.
CCCCCn1c(SC(C)C(C)=O)nc2c1c(=O)[nH]c(=O)n2C (stereo not given) was read as SDO1 yeast rescue -0.07 and SDO1 yeast rescue Rescue 24 h -0.34.
CSc1ccc(/C=N/Nc2nc(C)cc(=O)[nH]2)cc1 was read as INS promoter inh 13.
CCn1c(SCC(=O)NCCc2ccccc2)nnc1C(C)C was read as INS promoter inh 47.
Nc1nc(SCc2ccccc2Cl)n[nH]1 was read as SDO1 yeast rescue 1.2, INS promoter inh -47 and SDO1 yeast rescue Rescue 24 h 0.47.
For Cn1c(=O)c2c(nc(SCC(=O)N3CCc4ccccc4C3)n2C)n(C)c1=O the results were SDO1 yeast rescue -0.23, INS promoter inh -53 and SDO1 yeast rescue Rescue 24 h -0.97.
